Assay outcomes deposited in PubChem by several laboratories.
Autophagy HCS: alters autophagy in cells. MEF GFP-LC3 puncta imaging; test concentration mostly 10 µM. calls only at 10 µM (by protocol). hit rate 0.98% among 190,000;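 active = percentage of spot-positive cells more than 3 SD above its plate mean, without a fluorescence outlier flag or 80% toxicity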;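 note: spot-positive cell cutoff set from DMSO-treated cells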
Insulin prom up: MIN6 insulin promoter up-regulation. z-score at 5 µM. MIN6 insulin promoter-GFP reporter, high-content imaging; active compounds read high. AID 1625. hit rate 0.3% among 190,000;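 active = z-score above 3 at 5 µM with at least 500 cells counted in the well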
MT stabilize HCS: stabilizes microtubules in HeLa cells | HeLa tubulin immunostaining HCS, 24 h; share of cells brighter than vehicle mean+2SD | % tubulin-high responders, % at 10 µM | hit rate 0.83% among 200,000;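 active = plate Z-score above 3 for both tubulin-high and condensed-nucleus cell shares, with cell loss under 80%, at 10 µM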;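 note: anti alpha tubulin signal scored within the nucleus-defined area of each cell; some results filed as inactive read as strong as hits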
Dynein transport: dynein cargo transport inhibition. z-score, hits read low. 3617.4 mouse cells, GR-EGFP nuclear translocation imaging; test concentration mostly 20 µM; stimulated with dexamethasone, 1 µM; active compounds read low. hit rate 0.47% among 220,000;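 active = plate z-score of nuclear minus cytoplasmic receptor signal below a set negative limit, without overly bright fluorescence or cell loss, cut at about -3.5 in these data, passing the limit was not always enough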;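 note: z-score of nuclear minus cytoplasmic ring GR-EGFP intensity difference per well; some compounds called inactive have numbers as strong as hits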
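medium = tetracycline-free induction medium containing charcoal-stripped FBS | also added = 1.0 µM final dexamethasone stimulus | schedule = 48 h induction, 1 h compound, 30 min dex at 37 °C | technique = fixed, Hoechst-stained cells imaged at 10x for EGFP | measure = GR-EGFP nuclear translocation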
WT yeast gro inh: growth inhibition of WT yeast, mitochondrial fusion screen; mitochondrial fusion phenotypic screen, WT strain; inhibition, % at 10 µM; hit rate 2.1% among 190,000; AID 1362; in the data active = inhibition above about 58%; tested in S. cerevisiae
CSM14.1 death rescue: protection against thapsigargin-triggered cell killing – 384-well, CSM14.1, ATP luminescence, primary screen (AID 1222); 190,000 tested, under 10 active; one-dose cellular ATP content (survival), % at 20 µM; EC50 in µM for titrated hits; CSM14.1 thapsigargin-induced death rescue, ATP luminescence; higher % means a stronger effect;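 active = EC50 below 50 µM in the dose-response confirmation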;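 note: death triggered by thapsigargin at about 15 µM added after 2 h compound pretreatment; cell ATP read after overnight thapsigargin exposure of roughly 18 to 22 hours; normalized against plate controls of thapsigargin alone and 5% DMSO vehicle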
XIAP antagonists: XIAP antagonists, biochemical, IAP family, fluorescence polarization (AID 1018) | XIAP BIR domain, fluorescence polarization peptide displacement; higher % means a stronger effect | displacement, % at 20 µM; hits with a dose series show IC50 in µM | hit rate 0.007% among 200,000; in the data active = displacement above about 50%; note: a part of the inactive calls stands beside numbers as strong as those of hits
Hep lipid drop: modulators of hepatic lipid droplet formation | AML12 mouse hepatocytes, oleate lipid droplets, BODIPY imaging | inhibition, % at 6.5 µM | hit rate 0.4% among 240,000;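 active = lipid droplet intensity inhibited by at least 50%, with more than 500 cells counted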
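Material – AML12 mouse liver cells · Also added – oleate loading, 100 µM · Compound dosing – 6.5 µM single-point dosing · Times – overnight treatment with compound plus oleate · Measured by – fluorescence imaging, 20x objective, two fields per well · Read-out – percent inhibition of filter-corrected integrated lipid droplet intensity per well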
bCat nuc transl: modulators of beta-catenin nuclear translocation; HeLa beta-catenin nuclear translocation, immunofluorescence imaging; nuclear translocation activity, % at 5 µM; hit rate 0.3% among 190,000;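 active = nuclear translocation activity above 50% at 5 µM, with a well cell count of 50 or more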;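 note: per-cell ratio of nuclear to cytoplasmic median beta-catenin stain intensity; plate controls were DMSO negative control for no effect and GSK-3 inhibitor IX positive control for full effect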
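Test system: human HeLa cells, endogenous beta-catenin. Times: 24 h compound exposure, 37°C. Measured by: beta-catenin immunofluorescence imaging with DAPI.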
WT yeast gro inh mutant strain: second read-out of WT yeast gro inh, no call of its own (marks repeat the call); inhibition, %; mitochondrial fusion phenotypic screen, mutant strain inhibition
Dynein transport cytoplasmic EGFP: also measured in Dynein transport; calls as there; z-score; measured here: cytoplasmic GR-EGFP intensity; active compounds read high
Dynein transport nuclear GR-EGFP: also measured in Dynein transport; calls as there; z-score; measured here: nuclear GR-EGFP intensity;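 lower value marks the stronger effect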
Dynein transport cell count: recorded beside Dynein transport, whose call it bears; z-score; measured here: cell count per field
Insulin prom up cell count: also measured in Insulin prom up; calls as there; cell count; measured here: cytotoxicity, nuclei count;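 total cells summed across four imaged fields per well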
Hep lipid drop cells 6.5 µM: recorded beside Hep lipid drop, whose call it bears; cell count; measured here: cell count, cytotoxicity flag;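 cells counted across two imaged fields per well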
bCat nuc transl cell count 5 µM: further read-out of bCat nuc transl, marked with its call; cell count; measured here: cell count, cytotoxicity flag
MT stabilize HCS Hoechst-high %: also measured in MT stabilize HCS; calls as there; % Hoechst-high responders; measured here: nuclear condensation Hoechst responders;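 share of cells brighter than vehicle mean plus two SD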
MT stabilize HCS cytotoxicity %: recorded beside MT stabilize HCS, whose call it bears; toxicity, %; measured here: cytotoxicity by cell density;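 0% = mean cell density of plate MIN control wells and 100% = no cells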
Autophagy HCS cell loss 18 h: second read-out of Autophagy HCS, no call of its own (marks repeat the call); toxicity, %; measured here: cell loss, nuclei count;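 cell loss after 18 h compound exposure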
Starred values were filed as active, the others as inactive; i = inactive; / = not tested or not shown; + = active, no number.

smiles,CSM14.1 death rescue,MT stabilize HCS Hoechst-high %,WT yeast gro inh mutant strain,Hep lipid drop,bCat nuc transl cell count 5 µM,MT stabilize HCS cytotoxicity %,Autophagy HCS,Insulin prom up,Insulin prom up cell count,Dynein transport nuclear GR-EGFP,bCat nuc transl,Dynein transport cell count,XIAP antagonists,Hep lipid drop cells 6.5 µM,WT yeast gro inh,Dynein transport,Autophagy HCS cell loss 18 h,Dynein transport cytoplasmic EGFP,MT stabilize HCS
Cn1c(=O)c(=O)n(C)c2cc(S(=O)(=O)N3CCOCC3)ccc21,-0.8%,4.8,-2.8,/,1450,7.6,i,0.87,1415,-0.0678,-0.9,1.25,-4.5%,/,-7.9,-0.29,-5.4,-0.211,1.8
CC(=O)N[C@@H](CS)C(=O)O,3.2%,1.4,-17.1,-30.6,557,6.7,i,/,/,0.41,-1.9,0.0369,-4.2%,692,-9.8,-0.223,-10.9,-0.0359,1.7
C=CCn1c(SC)nnc1-c1cccc([N+](=O)[O-])c1,-0.2%,2.5,8.0,-4.5,1046,1.9,i,0.14,1412,-0.129,-1.6,0.737,-16.8%,688,-2.7,-0.538,-8.0,-0.245,3.3
O=C(Nc1ccc(Br)cc1)c1cccc(NC(=O)C2C3CC4OC(=O)C2C4C3)c1 (stereo not drawn),0.4%,1.8,-2.1,/,/,5.9,i,0.32,905,-0.915,/,0.961,-15.3%,/,-1.1,-1.85,-5.5,0.136,3.3
CCc1ccc(C2c3[nH]c4ccccc4c3CCN2C(=O)c2cc[n+]([O-])cc2)cc1 (stereo not drawn),/,/,/,7.4,1331,/,/,0.29,1011,0.293,-0.9,0.802,/,804,/,-0.258,/,-0.256,/
CC(C)CC(=O)NC(=S)NNC(=O)c1cccc([N+](=O)[O-])c1,4.0%,3.3,-20.6,4.5,994,10.5,i,0.02,1183,-0.301,4.7,0.267,-11.4%,702,-7.2,0.136,-11.1,-0.239,4.6
NS(=O)(=O)c1ccc(CNC(=O)/C=C/c2ccc(Cl)c(Cl)c2)cc1,0.4%,1.9,-10.8,2.0,1170,7.0,i,0.49,1550,-0.039,-1.0,0.115,-0.8%,701,-4.4,-0.00612,6.3,-0.207,3.9
CC(=O)Nc1ccc(OC(=O)Oc2ccc(NC(C)=O)cc2)cc1,/,/,/,11.8,1336,/,/,1.85,977,1.2,-1.1,-2.11,/,861,/,0.383,/,-0.132,/
Cc1ccc(N2CC(C(=O)Nc3ccccn3)CC2=O)cc1 (stereo not drawn),/,2.1,-23.4,9.7,963,4.4,i,-0.07,960,0.451,0.8,-0.579,-6.6%,721,1.9,0.0447,-2.7,0.272,1.9
O=C(COc1cccc(NC(=O)c2ccccc2)c1)c1ccccc1,0.0%,1.3,-5.2,2.6,1019,5.8,i,-0.05,1411,-0.0778,0.5,-0.115,-0.4%,702,-2.5,-0.478,-23.2,-0.263,1.6
Cc1c(Cl)cccc1N1CC(C(=O)Nc2nccs2)CC1=O (stereo not drawn),-1.4%,1.7,-15.0,7.3,1197,8.3,i,0.14,1278,0.0111,-2.2,0.00893,-1.9%,753,-18.3,-0.154,2.1,-0.0352,3.0
CC1(c2ccc(OC(F)F)cc2)NC(=O)N(CC(=O)Nc2cccc(S(N)(=O)=O)c2)C1=O (stereo not drawn),/,/,/,0.4,1294,/,/,-0.07,976,-0.587,-0.8,0.441,/,652,/,-0.682,/,-0.8,/
Cc1ccnc2nc(C(=O)NCc3ccccc3)nn12,0.0%,2.9,-0.2,-5.9,1102,23.1,i,0.38,1240,0.653,-1.1,-0.00933,-8.3%,660,13.1,0.76,12.4,-0.218,5.3
O=C(O)c1cc(N2N=C(C(F)(F)F)/C(=C/C=C/c3ccco3)C2=O)ccc1Cl,-0.1%,1.0,17.7,-6.0,1040,5.5,i,/,/,-0.579,-0.6,0.476,-5.6%,710,11.3,-1.05,5.9,-0.235,1.3
CC1=NN(c2ccccc2)C(=O)C1N=Nc1ccc(N)cc1 (stereo not drawn),-1.2%,2.4,40.0,4.2,945,4.7,i,0.21,1994,-0.114,11.1,0.377,1.4%,513,35.5,-1.24,-4.7,0.139,5.1
O=[N+]([O-])c1ccc2ccn(C3OCC(O)C(O)C3O)c2c1 (stereo not drawn),1.7%,1.3,-0.8,0.9,1504,6.8,i,-0.14,1480,-0.443,0.6,0.537,-3.6%,730,0.7,-0.385,3.5,-0.0725,1.5
CCOCCOC(=O)COc1ccc2c(-c3ccccc3)cc(=O)oc2c1,0.5%,3.7,13.5,-0.3,1009,2.4,i,/,/,-0.589,-0.2,0.946,-3.9%,647,-5.6,-0.645,1.3,-0.29,1.8
O=C(C1CCCCC1)N1CCN(c2ccnc3cc(Cl)ccc23)CC1,/,/,/,8.7,1298,/,/,-1.23,643,-0.196,0.3,0.91,/,635,/,-1.05,/,-0.168,/
CCOC(=O)C1CCN(S(=O)(=O)c2cc(Cl)c(C)cc2OC)CC1,/,2.0,-3.9,-5.4,1029,4.9,i,-0.21,1368,0.157,0.3,0.0731,-3.3%,673,20.0,-0.311,4.3,-0.258,4.0
Cc1ccccc1-n1c(SCc2cc(=O)n3ccccc3n2)nc2[nH]ncc2c1=O,-0.2%,1.5,10.7,/,1445,5.6,i,0,1186,0.891,-1.2,-0.725,-6.1%,/,-15.3,0.747,6.1,-0.22,2.9
COc1cccc(C2C(C(=O)c3sc(C)nc3C)=C(O)C(=O)N2CCN2CCOCC2)c1 (stereo not drawn),-0.1%,1.7,-16.5,/,953,7.1,i,0.92,1312,-0.0591,-3.6,0.726,-6.2%,/,-16.0,-0.582,-17.3,-0.239,3.5
CCN(CC)S(=O)(=O)c1ccc(NC(=O)Cn2cnc3ccccc3c2=O)cc1,-1.8%,3.3,-10.1,2.1,/,2.6,i,1.21,1230,0.254,/,-0.0529,-0.7%,718,-3.3,0.245,28.1,-0.219,4.6
COc1ccc(-n2c(C)cc(C(=O)CSc3ccc(NC(C)=O)cc3)c2C)cc1,-2.3%,1.9,4.4,11.3,562,4.1,i,0,1340,-0.6,-1.5,0.594,-2.3%,635,24.7,-0.632,2.6,-0.321,2.4
Cn1cnnc1Sc1ccc(C(=O)OCC(=O)Nc2cc(Cl)cc(Cl)c2)cc1[N+](=O)[O-],-3.2%,3.5,9.9,5.3,1072,2.9,i,0.54,1422,0.0835,-0.6,-0.163,-5.9%,641,-0.1,-0.0132,6.0,-0.208,4.3
COc1ccc(NS(=O)(=O)c2cc(OCC(N)=O)c(C)cc2Cl)cc1,-0.3%,4.6,-19.0,11.3,1017,2.4,i,-0.01,1195,0.754,-0.1,-1.4,-5.6%,680,-10.0,2.43,-18.0,0.0653,3.5

(list continues)
smiles,CSM14.1 death rescue,MT stabilize HCS Hoechst-high %,WT yeast gro inh mutant strain,Hep lipid drop,bCat nuc transl cell count 5 µM,MT stabilize HCS cytotoxicity %,Autophagy HCS,Insulin prom up,Insulin prom up cell count,Dynein transport nuclear GR-EGFP,bCat nuc transl,Dynein transport cell count,XIAP antagonists,Hep lipid drop cells 6.5 µM,WT yeast gro inh,Dynein transport,Autophagy HCS cell loss 18 h,Dynein transport cytoplasmic EGFP,MT stabilize HCS
O=[N+]([O-])c1cccc(NC2=NCCC2)c1,-1.4%,1.5,7.0,13.6,1103,6.3,i,0.17,1561,-0.281,-7.3,0.489,-3.9%,675,3.3,-0.7,-15.3,-0.0403,1.2
CCc1nc2ccccc2n(CCOCCn2c(=O)c(CC)nc3ccccc32)c1=O,0.7%,/,/,/,808,/,/,0.75,1045,/,0.5,/,-3.2%,/,/,/,/,/,/
Cc1ccc(OC(=O)c2cccc(C(=O)Oc3ccc(C)cc3)n2)cc1,2.1%,1.9,12.5,/,1373,8.4,i,0.24,1548,1.08,-3.8,-0.544,4.0%,/,-6.4,1.44,-2.8,-0.199,4.0
O=C(COc1nncc2ccccc12)NCC(F)(F)F,-0.3%,1.6,19.3,-3.4,1110,1.0,i,0.02,1287,0.071,-4.0,0.0456,-1.5%,725,6.5,0.797,-3.6,-0.095,1.5
COc1cc(NC(=O)c2ccc(C)c([N+](=O)[O-])c2)ccc1NC(=O)c1ccco1,-5.8%,1.6,-11.2,-1.9,1132,2.6,i,0.28,1175,1.05,-1.5,-1.06,-2.0%,697,-2.9,1.11,6.0,-0.294,2.0
COc1ccc(OC)c(C2Nc3nc4ccccc4n3C(C)=C2C(=O)Nc2ccc(C)cc2C)c1 (stereo not drawn),5.1%,2.1,/,-3.0,1010,9.4,i,0.06,980,0.109,1.1,0.331,-5.4%,804,/,-0.305,-7.1,-0.175,1.6
Cc1ccc(Nc2c(N)c(=O)oc3ccccc23)cc1,-0.1%,9.6*,-12.0,-3.7,1196,55.4*,+,/,/,-0.33,0.0,0.102,-2.5%,710,-13.7,-0.637,13.0*,-0.202,29.7*
O=c1oc2c(CN3CCOCC3)c(O)ccc2c2c1CCC2,3.1%,4.2,-6.4,/,1108,9.7,i,0.16,1123,-0.177,-3.0,0.805,-0.8%,/,-0.1,-0.519,6.3,-0.0139,5.9
CCN1CCN(C(=O)NCc2ccccc2)CC1,/,/,/,5.5,1375,/,/,-0.08,1130,0.0697,-0.2,0.946,/,681,/,-0.513,/,-0.229,/
Cc1nc(CS(=O)c2ccc(Cl)cc2)cc(NCc2ccc(Cl)cc2Cl)n1 (stereo not drawn),1.6%,1.1,29.3*,-5.2,/,7.2,i,-1.53,983,-0.472,/,0.0256,-6.1%,763,58.7*,-0.579,-0.3,-0.147,1.0
